# Assay outcomes: PubChem, National Center for Advancing Translational Sciences (NCATS)
# ERK EGF inh – qHTS Assay for Inhibitors of the ERK Signaling Pathway using a Homogeneous Screening Assay; Stimulation with EGF; HEK293-V1b, EGF-stimulated phospho-ERK AlphaScreen; Potency, µM (titrated, usually from 11.5 µM), inactives show at the highest dose activity change, negative = inhibition, usual class: inhibitors; 130,000 compounds, 0.41% hits; AID 1454, 2008; active means well fitted inhibition curve with a large enough effect; inconclusive means small, poorly fitted or top-dose-only effect, or effect the other way;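 further: plate controls were stimulated vehicle wells for no effect and unstimulated vehicle basal for full effect; nearly all actives have a fitted effect of over 55% in size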
#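 Compounds are titrated over HEK293-V1b cells kept overnight in 1% FBS. After 30 min at 37C, EGF (25 nM final) triggers ERK phosphorylation for 5 min, measured by AlphaScreen in lysates.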
# Starred values were filed as active, the others as inactive; u = inconclusive; [ ] = remark or other dose. Potency means the concentration at half of the fitted maximal effect. These rows are one share of the data; count on the stated rates, not on these rows.
SMILES,ERK EGF inh
O=C(NCCCN1CCN(CCCNC(=O)c2cc([N+](=O)[O-])ccc2Cl)CC1)c1cc([N+](=O)[O-])ccc1Cl,1%
COc1ccc(OC)c(NC(=O)C(=S)NC2CCCCC2)c1,-5%
Cc1cc(SCC(=O)Nc2cccc(S(N)(=O)=O)c2)c(C)cc1Br,0%[57.5 µM]
CCCC(C(=O)O)N1C(=O)/C(=C/c2cccn2C)SC1=S (stereo not given),4%
C/C(Cn1cnc([N+](=O)[O-])n1)=N/NC(=O)COc1c(Cl)cc(Cl)cc1Cl,-5%
Cc1ccc(O)c(C2=Nc3ccccc3N=C(c3cccs3)C2)c1,6%
O=C(NC1CCCc2ccccc21)c1cccc(S(=O)(=O)N2CCOCC2)c1 (stereo not given),-26%
CC(c1n[nH]c(=S)n1Cc1ccccc1)N(C)C (stereo not given),0%
O=C(CCc1nnc(C2CCCCC2)o1)N1CCCCC1CCn1cccn1 (stereo not given),12%
CCOC(=O)N1CCN(c2ccccc2OC)CC1,-7%[57.5 µM]
CCc1nnc(NS(=O)(=O)c2ccc(NC(=S)NC(=O)/C=C/c3ccc(OC)cc3)cc2)s1,4%
C=CCn1nc([N+](=O)[O-])nc1Sc1cccc2cccnc12,7%
c1ccc(-c2c[n+]3c(n2-c2ccccc2)CCC3)cc1,3%[57.5 µM]
O=C(COc1ccccc1)NCC(=O)N/N=C/C=C/c1ccccc1,-7%
C=Cn1cc[n+](CC(=O)C(C)(C)C)c1,5%
O=C(COC(=O)c1ccc2c(c1)OCCO2)Nc1cc(S(=O)(=O)N2CCOCC2)ccc1Cl,1%
CC(=O)c1cccc(NC(=O)COc2ccccc2C(=O)c2cc(C#N)c(=O)n(C3CCCCC3)c2)c1,13%
CCc1ccc(N2C(=O)Nc3ccccc3C2(O)C(=O)N2CCN(c3ccccn3)CC2)cc1 (stereo not given),-1%
CC(C)Cn1c(-c2ccc(Br)cc2)c[nH]c1=S,13%
CC(C)CC(=O)Nc1cccc(NC(=O)CC(C)C)n1,0%
COc1cccc(OCC(=O)Nc2cc(Cl)ccc2Oc2ccccc2)c1,3%
COc1ccc2c(c1)C=C(CN1CCN(C3CCCC3)C(CCO)C1)CO2 (stereo not given),-2%
CC1=CC(C)C2(COC(c3ccc[n+](C)c3)OC2)C(C)C1 (stereo not given),u
C=C(C)COc1ccc(-c2nc(N)nc(C)c2-c2ccc(OC)cc2)c(O)c1,-11%
O=C(Nc1ccc(Oc2ccccc2)cc1)C1CC1,-4%
COc1ccc(/C=C2\N=C(c3ccccc3)N(c3ccc(C(=O)O)cc3)C2=O)cc1OC,-3%[57.5 µM]
CCNC(=S)NNC(=O)c1csc(C)c1,5%
CC(C)Cn1c(CCC(=O)O)ccc1-c1cccs1,5%
CC(C)CNC(=S)NC(=O)c1ccc(F)cc1,1%
Oc1c(C=C2N=c3ccccc3=N2)sc(=S)n1C1CCCC1,0%

# Three compounds out of the list above, arranged by the value under ERK EGF inh, high to low:
SMILES,ERK EGF inh
COc1cccc(OCC(=O)Nc2cc(Cl)ccc2Oc2ccccc2)c1,3%
COc1ccc2c(c1)C=C(CN1CCN(C3CCCC3)C(CCO)C1)CO2 (stereo not given),-2%
O=C(Nc1ccc(Oc2ccccc2)cc1)C1CC1,-4%

# More compounds:
SMILES,ERK EGF inh
Cc1cccc(S(=O)(=O)c2c(C)cc(C)nc2Cl)c1,1%
COc1ccc(CCN2C(=O)NC(NC(C)=O)(C(F)(F)F)C2=O)cc1OC (stereo not given),3%
COc1ccc(C2NC(=O)C(C#N)=C(S)N2c2cccc(C)c2)cc1OC (stereo not given),-4%
COc1ccc2nc(C)cc(SCC(NC(C)=O)C(=O)OC(C)C)c2c1 (stereo not given),12%[57.5 µM]
O=C(NCCC1=CCCCC1)C1CCN(C(=O)Cc2ccccc2)CC1,10%
O=C(NCc1ccc(F)cc1)C1CCC(CNc2c(N3CCCCC3)c(=O)c2=O)CC1 (stereo not given),3%[57.5 µM]
O=C(CSc1ncnc2c1nnn2Cc1ccc(F)cc1)NC1CCCCC1,-8%
Cc1ccc(Cn2ncc3c(N4CCN(C5CCCC5)CC4)ncnc32)cc1,3%
Cc1nc(Oc2ccccc2)c2ccccc2n1,-11%
O=C(CSc1ccc2ccccc2c1)NCCCN1CCCC1=O,-4%
COc1ccccc1CNC(=O)CSc1ccc(C)cc1,23%
O=C(Cc1ccc(Cl)cc1)Nc1ccc(C(=O)N2CCOCC2)cc1,-2%
CC(C)(C)OC(=O)N1CCN(C(=O)c2cccnc2Cl)CC1,-2%
O=C(CCCn1c(=O)[nH]c2cc(Cl)ccc2c1=O)NCCN1CCN(c2ccccc2)CC1,u
COc1ccc(CNC(=O)COC(=O)CC2CCCC2)cc1,10%
CCN(CC)CC(=O)Nc1c(C)cccc1C,u
CC(=O)NCC(=O)N1CCCC(C(=O)c2ccc(-c3ccccc3)c(F)c2)C1 (stereo not given),1%
COC(=O)Nc1nc2ccc(-c3n[nH]c(=O)c4ccccc34)cc2[nH]1,-11%
Cc1ccc(-n2c(SCC(=O)N/N=C/c3ccc(C)s3)nnc2-c2ccccc2)cc1,-2%
COc1ccccc1Nc1nc2nonc2nc1N1CCC(C)CC1,13%
Cc1ccc(C(=O)Nc2nc(-c3ccccn3)cs2)o1,-11%[57.5 µM]
Oc1c(Cl)cc(Cl)cc1Sc1cc(Cl)cc(Cl)c1O,u
COc1ccccc1NS(=O)(=O)c1cc(NC(=O)CC(C)(C)C)ccc1N1CCOCC1,5%
Cc1ccc2c(c1)N(C(=O)CCC(=O)O)CCO2,-4%
CCCn1c(NCc2ccccn2)nc2ccccc21,3%
O=C(Nc1ccc(Cl)c(Cl)c1)Nc1nnc(CSc2ccccc2)s1,2%
COc1ccc(/C=N/NC(=O)c2c(-c3ccccc3)noc2C)cc1,9%
COc1ccc(NC(=O)c2nc[nH]c2C(=O)N[C@@H](CC(C)C)C(=O)OC(C)(C)C)cc1,1%[57.5 µM]
O=C(Nc1ccc(F)cc1F)Nc1ccccc1C(=O)NCCN1CCNC1=O,4%[57.5 µM]
COc1ccccc1C(=O)NCC(=O)NNc1ncnc(N)c1[N+](=O)[O-],-3%

# Random excerpt: 7 entries already listed
SMILES,ERK EGF inh
O=C(Nc1ccc(F)cc1F)Nc1ccccc1C(=O)NCCN1CCNC1=O,4%[57.5 µM]
Oc1c(Cl)cc(Cl)cc1Sc1cc(Cl)cc(Cl)c1O,u
COc1ccccc1NS(=O)(=O)c1cc(NC(=O)CC(C)(C)C)ccc1N1CCOCC1,5%
Cc1ccc(-n2c(SCC(=O)N/N=C/c3ccc(C)s3)nnc2-c2ccccc2)cc1,-2%
COc1ccc(NC(=O)c2nc[nH]c2C(=O)N[C@@H](CC(C)C)C(=O)OC(C)(C)C)cc1,1%[57.5 µM]
CCN(CC)CC(=O)Nc1c(C)cccc1C,u
Cc1ccc(C(=O)Nc2nc(-c3ccccn3)cs2)o1,-11%[57.5 µM]

# Continuation:
SMILES,ERK EGF inh
O=C(O)C1CC=CCC1C(=O)NNc1c(Cl)cc(Cl)cc1Cl (stereo not given),-3%
CCOC(=O)c1cnc2c(C)cccc2c1Nc1ccc(N2CCOCC2)cc1,u
COC(c1ccccc1)c1nnc(CCC(=O)NC2C3CC4CC(C3)CC2C4)o1 (stereo not given),-12%
COc1ccc(OC)c(/C=N/NC(=O)c2cc[n+](Cc3ccccc3)cc2)c1,1%
CSc1ccc(Cl)c(C(=O)Nc2ccc(C)cn2)c1,-9%
COC(=O)N1CCC[C@@]2(CCN(c3ccccn3)C2)C1,6%
COc1ccc(Oc2ccc(C(F)(F)F)cc2NC(=O)c2ccc(OC)cc2)cc1,-13%[57.5 µM]
COC(=O)c1[nH]c2ccccc2c1NC(=O)C(C)N1CC(C)OC(C)C1 (stereo not given),1%[57.5 µM]
COc1ccc(C2=NN(C(=O)c3cccs3)C(c3ccc(OC)cc3)C2)cc1 (stereo not given),7%
CC12CN3CC(C)(CN(C1)C3c1ccc([N+](=O)[O-])o1)C2=O (stereo not given),-8%
CCOc1ccc(CCNC(=O)c2ccc3nc(N4CCOCC4)sc3c2)cc1OCC,u
CCOC(=O)C1CCN(C(=O)c2cccnc2Oc2ccc(Cl)cc2)CC1,-3%[57.5 µM]
CCCc1cc(=O)[nH]c(SCC(=O)N2CCN(S(=O)(=O)c3ccc4ccccc4c3)CC2)n1,-5%
CCOC(=O)C1=NNC2(CC(=O)N(c3cccc(C)c3)C2=O)C1 (stereo not given),9%[57.5 µM]
C=CC(C)(C)c1c2c(c(O)c3c(=O)c4ccc(O)c(O)c4oc13)C=CC(C)(C)O2,-2%
O=c1c(-c2ccc(F)cc2)nc2cnc(Oc3ccccc3)nc2n1C[C@H]1CCCO1,-1%
Cc1ccc(NC(=O)COC(=O)[C@@H]2CCCN2C(=O)c2cccs2)cc1S(=O)(=O)N(C)C,-6%[57.5 µM]
COc1ccc(CN2CCNC(=O)C2CC(=O)NCCc2nc(C)c(C)s2)c(OC)c1 (stereo not given),4%[57.5 µM]
COc1ccccc1-c1nnc(SCC(=O)NCc2cccs2)n1N,3%
O=C1CN=CN=CN1c1ccc(Cl)cc1Cl,-11%
Cc1ccnc(SCCn2c(N3CC(C)OC(C)C3)nc3c2c(=O)n(C)c(=O)n3C)n1 (stereo not given),-8%
CCCC(C)NC(=O)c1cccc(Oc2ccccc2)c1 (stereo not given),16%
CC(CCc1ccco1)NC(=O)c1cccc2c1C(=O)N(C1CCCCC1)C2 (stereo not given),-1%[57.5 µM]
CN(Cc1nc(CC2CC2)no1)CC12CC3CC(CC(C3)C1)C2,5%
O=C1NC(=Nc2cccc(O)c2)S/C1=C\c1cccnc1,7%[57.5 µM]
CC(C)Cn1c(=O)n(C)c(=O)c2[nH]cnc21,0%
COCCNC(=O)c1ccc(C2SCC(=O)N2Cc2ccco2)cc1 (stereo not given),3%
N#CCCn1cc(C=C(C#N)C#N)c(-c2ccc(Cl)cc2)n1,22%
Cc1cc2c(OCC(O)CNC3CCCCC3)cccc2[nH]1 (stereo not given),-3%
Cc1cccc(Oc2ncnc(N)c2[N+](=O)[O-])c1,3%
CCN(CC)C(=O)Oc1cc(COC)nc(-c2ccccc2)n1,1%[57.5 µM]
O=C(COc1ccc(Cl)cc1Cl)Nc1cccnc1,2%
CC(C)(C)C(=O)NC(=S)NNC(=O)c1sc2ccccc2c1Cl,13µM*
Cc1nn(C)c(=S)n1-c1ccc(Cl)cc1,-9%
CC(=O)C1=C(O)C(=O)N(c2ccc(C)cc2)C1c1ccccn1 (stereo not given),2%
Fc1ccccc1NC(=S)NCc1ccc2c(c1)OCO2,2%
CCNc1nc(C)c(CN(C(C)=O)c2ccccc2)nc1C#N,9%
CCn1c(C)cc(/C=C2/NC(=O)N(CC(=O)Nc3cccc(C)c3)C2=O)c1C,9%
Cc1c(C(=O)OCC(=O)NCCN2C(=O)CSC2=O)oc2c1ccc1ccccc12,3%
CCCC[C@@H]1CNC(=S)N1CCC12CC3CC(CC(C3)C1)C2,-19%[57.5 µM]
CC(C)=CC(=O)Nc1nnc(C)s1,2%
Cc1ccc(S(=O)(=O)N(C)C)cc1NC(=O)c1sccc1Cl,-6%[57.5 µM]
Cc1ccc(C(O)P(=O)(OCc2ccccc2)c2ccc(N(C)C)cc2)cc1 (stereo not given),6%[57.5 µM]
CCOC(=O)N1CCN(C(=O)Nc2ccc(NC(=O)N3CCN(C(=O)OCC)CC3)cc2)CC1,2%
CCC(CO)NCc1cc(OC)c(OCC(=O)NCCc2ccccc2)cc1Br (stereo not given),-7%
CC/C(=N/Nc1ccccc1C)c1cnnc(SC)n1,-16%
CC(C)(CO)NCC(O)Cn1cc(C=O)c2ccccc21 (stereo not given),4%
C=C1C(C(=O)Nc2ccc(OC)cc2)C1C(=O)Nc1ccc(OC)cc1 (stereo not given),-3%[57.5 µM]
CCC(C)Sc1nc2c(cnn2-c2ccccc2)c(=O)[nH]1 (stereo not given),6%
CCCC(=O)Nc1ccccc1-c1nnc(SCC)[nH]c1=O,-2%[57.5 µM]
CC(C)C(=O)NCc1cc(-c2ccccc2)no1,6%
C=CCSc1ncc(C(=O)OCC)c(N)n1,3%
CC1CCN(C(=O)C2CCC(C)(C(=O)O)C2(C)C)CC1 (stereo not given),-4%
O=C(COc1ccc(Cl)c(Cl)c1)NN1C(=O)C2C(C1=O)C1C=CC2C12CC2 (stereo not given),-5%
CCCC1c2ccsc2CCN1C(=S)NC (stereo not given),-2%[57.5 µM]
CCOC(=O)c1cc(C#N)c(N2CCNCC2)nc1C(F)(F)F,-9%[57.5 µM]
Cc1cc(C(=O)N/N=C/c2ccc(Cl)c([N+](=O)[O-])c2)c(C)n1-c1ccc(F)cc1,-4%
COc1ccccc1CCNC(=O)CSc1ccc(-c2ccco2)nn1,-1%
CSc1n[nH]c(NCc2ccc(Cl)cc2)n1,2%
CCN1CCC[C@H]1CNC(=O)c1c(OC)ccc(Br)c1OC,-1%
# (listing goes on)
SMILES,ERK EGF inh
O=C(c1cc(-c2cccs2)on1)N1CCc2ccccc2C1,3%
CN(C)c1cccc2c1c(NC(=O)Nc1ccccc1)nn2C,15%[57.5 µM]
O=[N+]([O-])c1ccc2c(c1)c(-c1ccccc1)nc1nncn12,3%
Cc1ccccc1-n1c(O)c(/C=C/C=Nc2ccccc2)c(=O)[nH]c1=O,4%
Cc1ccc2nc(NNC(=O)c3ccc(S(=O)(=O)N4CCc5ccccc5C4)cc3)sc2c1,-10%
